KLK7 zymogen act: activators of human kallikrein-7 zymogen | AID 652039 | purified proKLK7, EDANS-DABCYL substrate fluorescence; 100% is mature enzyme control, 0% vehicle | activation, % at 7 µM | 370,000 tested, 0.9% active;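 active = activation above the mean of all tested compounds plus 3 SD, computed per campaign excluding outliers beyond control limits, cut at about 13% in these data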
ADAM10 inh: inhibits human ADAM10. 370,000 tested, 0.62% active. inhibition, % at 7 µM. AID 720582. O14672. recombinant ADAM10, EDANS/DABCYL FRET peptide cleavage, 3 h;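 active = inhibition above a per-campaign cutoff equal to the mean of compounds falling between control-based bounds plus 3 SD, cut at about 20% in these data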;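 also: 0% = DMSO wells while the 100% control is not disclosed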
rCAG binder: molecules binding r(CAG) RNA repeats. r(CAG) RNA repeat, TO-PRO-1 dye displacement fluorescence. inhibition, % at 3 µM. 370,000 tested, 1.3% active;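 active = inhibition above the plate cutoff, the mean of all test compounds on that plate plus 3 SD, cut at about 35% in these data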;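 also: 0% = DMSO alone and 100% = 100 µM mitoxantrone as full dye displacement; higher means more dye released from RNA so lower well fluorescence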
sPLA2-III inh: Inhibits HGIII-sPLA2 liposome hydrolysis, primary screen; inhibition, % at 12.2 µM; Q9NZ20; 370,000 tested, 0.56% active; QFRET BODIPY PC-A2 liposome hydrolysis, fluorescence;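 active = inhibition above mean plus 3 SD of compounds lying within the high and low control bounds, cut at about 19% in these data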;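 also: 0% = median of test compound wells and 100% = no enzyme DMSO wells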
GC-B act: GC-B (human) receptor activation | P20594 | HEK293-GC-B cells, CNP EC30, cGMP TR-FRET; 0% at EC30 CNP, 100% saturating CNP | activation, % at 10 µM | 370,000 tested, 0.11% active;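 active = activation at 10 µM reaching about 35% in either raw or pattern-adjusted values, limit read from the data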
ASAP1 GAP inh: ASAP1 ArfGAP inhibition; inhibition, % at 16.5 µM; 360,000 tested, 0.19% active; ASAP1-stimulated ARF1 GTP hydrolysis, GDP FP detection; AID 624377; in the data active = inhibition above about 25%;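 also: 0% = vehicle with enzyme and substrate and 100% = no enzyme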
FXN GAA850 act: increases GAA850 frataxin promoter reporter activity; 360,000 tested, 0.56% active; activation, % at 6 µM; HEK293 lucGAA850 FXN promoter luciferase reporter, 24 h; percent of 10 µM SAHA response;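 active = activation above the average of all compounds screened plus 3 SD, cutoff fixed separately per campaign, cut at about 7.5% in these data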;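 also: 0% = DMSO wells and 100% = 10 µM SAHA wells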
GC-A act: GC-A (human) enzyme activation | HEK293 GC-A cells, cGMP TR-FRET, EC30 ANP; 0% at EC30 ANP, 100% saturating ANP | activation, % at 10 µM | P16066 | 370,000 tested, 0.14% active; in the data active = activation above about 40%
Target sequence (P16066 whole entry, looked up): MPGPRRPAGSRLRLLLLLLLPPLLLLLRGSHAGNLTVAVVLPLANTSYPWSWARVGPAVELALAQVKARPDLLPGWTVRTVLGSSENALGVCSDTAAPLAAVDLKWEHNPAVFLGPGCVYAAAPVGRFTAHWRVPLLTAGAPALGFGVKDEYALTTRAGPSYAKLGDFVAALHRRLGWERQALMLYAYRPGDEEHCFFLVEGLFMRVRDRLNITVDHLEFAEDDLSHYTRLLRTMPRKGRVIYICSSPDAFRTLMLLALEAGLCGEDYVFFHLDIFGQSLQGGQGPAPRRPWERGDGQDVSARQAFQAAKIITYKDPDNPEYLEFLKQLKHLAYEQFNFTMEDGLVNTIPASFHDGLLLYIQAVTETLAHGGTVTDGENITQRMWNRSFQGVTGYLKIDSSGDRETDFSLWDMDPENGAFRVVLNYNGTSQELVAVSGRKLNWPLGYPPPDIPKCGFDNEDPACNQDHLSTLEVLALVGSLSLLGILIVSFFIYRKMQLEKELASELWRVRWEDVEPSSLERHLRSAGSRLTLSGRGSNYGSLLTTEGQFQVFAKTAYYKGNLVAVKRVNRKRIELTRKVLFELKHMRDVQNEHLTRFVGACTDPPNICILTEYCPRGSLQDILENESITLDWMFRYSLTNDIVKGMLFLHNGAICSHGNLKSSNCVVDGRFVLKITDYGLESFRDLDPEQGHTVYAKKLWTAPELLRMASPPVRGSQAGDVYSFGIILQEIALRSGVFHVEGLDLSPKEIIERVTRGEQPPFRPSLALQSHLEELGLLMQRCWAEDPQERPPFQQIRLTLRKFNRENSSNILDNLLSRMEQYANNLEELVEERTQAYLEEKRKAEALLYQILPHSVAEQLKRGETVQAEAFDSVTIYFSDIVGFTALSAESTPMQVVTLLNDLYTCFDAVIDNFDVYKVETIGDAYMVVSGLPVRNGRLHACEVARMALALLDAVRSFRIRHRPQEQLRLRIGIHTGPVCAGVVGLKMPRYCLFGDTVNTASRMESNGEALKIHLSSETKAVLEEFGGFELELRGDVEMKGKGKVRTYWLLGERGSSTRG
Tn6 DDE FP: inhibitors of Tn6 peptide binding to human fibrin DD(E) | P02675 | Fibrin DD(E) TRITC-Tn6 fluorescence polarization displacement | inhibition, % at 8.3 µM | 370,000 tested, 0.21% active;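 active = inhibition above a per-campaign cutoff: mean of compounds within control limits plus 3 SD, cut at about 15% in these data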;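 also: 0% = median of all compound wells on the plate and 100% = blocking peptide control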
ARFGAP1 inh: rat ARFGAP1 inhibition | AID 651572 | Q62848 | Arfgap1-stimulated ARF1 GTP hydrolysis, GDP FP detection | 360,000 tested, 0.26% active | inhibition, % at 16.5 µM;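 active = inhibition above a per-plate limit, mean inhibition of low control wells plus 3 SD, cut at about 25% in these data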;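 also: 0% = DMSO wells with enzyme and 100% = wells lacking Arfgap1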
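Material: truncated rat Arfgap1 GAP domain; Incubation: compound-enzyme preincubation 20 min, reaction 120 min, detection 60 min, 25 °C; Read-out: percent inhibition of Arfgap1-stimulated GTP hydrolysis; Technique: FP, GDP Alexa 633 tracer displaced from anti-GDP antibody, 620/688 nm; Controls: No-Arfgap1 wells (100%) versus DMSO full-reaction wells (0%); Replication: single well per compound.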
An asterisk follows results filed as active; / = not tested or not shown.

SMILES	KLK7 zymogen act	ADAM10 inh	rCAG binder	sPLA2-III inh	GC-B act	ASAP1 GAP inh	FXN GAA850 act	GC-A act	Tn6 DDE FP	ARFGAP1 inh
COc1ccc(C)cc1NC(=O)Nc1cccc(C)c1	0.4	5	0	-12	-3	12	-0.8	-6	3	7
O=C(CSc1nc(=O)n(CCCN2CCOCC2)c2c1CCCC2)Nc1cccc([N+](=O)[O-])c1	0.0	-8	4	-1	-5	8	1.2	-2	6	7
O=C(COc1ccccc1[N+](=O)[O-])N/N=C/c1cccs1	-0.1	4	1	-2	-2	6	3.5	0	-10	7
Cc1ccc(C(=O)NCCNc2ccc(Cl)cc2[N+](=O)[O-])o1	-0.3	-2	-3	1	-3	-1	0.4	0	-6	-2
O=C(O)c1cccc(CSc2nnc(-c3ccco3)o2)c1	0.1	8	4	-1	-5	-9	-5.5	5	-1	2
Cc1cccc(C)c1N(C(=O)c1ccco1)C(C(=O)NC1CCCC1)c1ccncc1 (stereo not given)	0.2	-3	-1	2	-8	9	-2.9	-7	-6	-5
Cc1c2ccccc2nc2c(F)c(NCCO)c(F)c(F)c12	0.2	-71	5	-4	-1	-3	0.3	7	8	-11
Cc1ccc(C(=O)C(OC(=O)CNC(=O)c2ccc(Cl)cc2)c2ccccc2)cc1 (stereo not given)	0.0	14	2	-24	0	4	-1.8	-2	-3	13
CN1C(=O)C(C)(C)c2cc(S(=O)(=O)N3CCCC(C(=O)Nc4ccc(Cl)cc4)C3)ccc21 (stereo not given)	0.6	4	4	-36	1	1	-2.2	-2	1	-3
CCC(=O)N1c2ccccc2-c2nnc(SC)nc2OC1c1ccc(N(C)C)cc1 (stereo not given)	-0.2	-10	2	2	-7	5	0.7	1	-3	-4
Cc1ccc(C)c(S(=O)(=O)N2CCN(C(=O)Cc3ccsc3)CC2)c1	-0.7	5	-4	-10	-9	4	0.3	-1	-1	10
O=S1(=O)CC(N2CCC(Cc3ccccc3)CC2)CN1Cc1ccccc1 (stereo not given)	0.0	10	2	-5	-3	1	/	3	1	1
COc1ccc(C(=O)Nc2cnc3ccccn3c2=O)cc1	-0.4	-29	-1	5	2	-6	4.5	5	0	1
O=C(Nc1ccc(S(=O)(=O)Nc2ccccc2F)cc1)N1CCCCC1	-0.2	5	0	-5	-6	-18	0.0	-3	-5	-6
O=c1[nH][nH]c2c1[C@H](CCc1cccc(Cl)c1)O[C@H](CCc1ccccc1)C2	0.1	12	14	-35	-8	10	/	0	-11	9
Cc1ccsc1C(=O)OCC(=O)N(Cc1ccccc1)C(C)C	-0.3	2	1	-4	-1	8	0.4	4	2	5
CCc1cc(=O)oc2cc(OCC(=O)NCCCN3CCCC3=O)c(Cl)cc12	0.5	-41	-6	3	-1	2	1.3	-5	3	-13
CCN1C(=O)/C(=C2/C(=O)N3c4c(cc(OC(C)=O)cc42)C(C)=CC3(C)C)SC1=S	0.1	1	8	2	0	-3	0.6	-5	-9	-1
Cc1nn(-c2ccncc2)c2c1C(=O)CC(C)(C)C2Br (stereo not given)	0.4	-11	1	10	-1	3	2.8	-3	4	9
Nc1nonc1-n1nnc(C(=O)N/N=C/c2cccc(Cl)c2)c1CSc1ccc(Cl)cc1	-0.7	-12	2	0	3	14	0.7	-4	-3	8

Part of the list above in order of molecular weight, lowest first.
SMILES	KLK7 zymogen act	ADAM10 inh	rCAG binder	sPLA2-III inh	GC-B act	ASAP1 GAP inh	FXN GAA850 act	GC-A act	Tn6 DDE FP	ARFGAP1 inh
COc1ccc(C)cc1NC(=O)Nc1cccc(C)c1	0.4	5	0	-12	-3	12	-0.8	-6	3	7
COc1ccc(C(=O)Nc2cnc3ccccn3c2=O)cc1	-0.4	-29	-1	5	2	-6	4.5	5	0	1
O=C(COc1ccccc1[N+](=O)[O-])N/N=C/c1cccs1	-0.1	4	1	-2	-2	6	3.5	0	-10	7
Cc1ccc(C(=O)NCCNc2ccc(Cl)cc2[N+](=O)[O-])o1	-0.3	-2	-3	1	-3	-1	0.4	0	-6	-2
Cc1ccsc1C(=O)OCC(=O)N(Cc1ccccc1)C(C)C	-0.3	2	1	-4	-1	8	0.4	4	2	5
Cc1nn(-c2ccncc2)c2c1C(=O)CC(C)(C)C2Br (stereo not given)	0.4	-11	1	10	-1	3	2.8	-3	4	9
O=C(Nc1ccc(S(=O)(=O)Nc2ccccc2F)cc1)N1CCCCC1	-0.2	5	0	-5	-6	-18	0.0	-3	-5	-6
Cc1ccc(C)c(S(=O)(=O)N2CCN(C(=O)Cc3ccsc3)CC2)c1	-0.7	5	-4	-10	-9	4	0.3	-1	-1	10
CCc1cc(=O)oc2cc(OCC(=O)NCCCN3CCCC3=O)c(Cl)cc12	0.5	-41	-6	3	-1	2	1.3	-5	3	-13
CCC(=O)N1c2ccccc2-c2nnc(SC)nc2OC1c1ccc(N(C)C)cc1 (stereo not given)	-0.2	-10	2	2	-7	5	0.7	1	-3	-4
CCN1C(=O)/C(=C2/C(=O)N3c4c(cc(OC(C)=O)cc42)C(C)=CC3(C)C)SC1=S	0.1	1	8	2	0	-3	0.6	-5	-9	-1
O=C(CSc1nc(=O)n(CCCN2CCOCC2)c2c1CCCC2)Nc1cccc([N+](=O)[O-])c1	0.0	-8	4	-1	-5	8	1.2	-2	6	7
Nc1nonc1-n1nnc(C(=O)N/N=C/c2cccc(Cl)c2)c1CSc1ccc(Cl)cc1	-0.7	-12	2	0	3	14	0.7	-4	-3	8

Continued.
SMILES	KLK7 zymogen act	ADAM10 inh	rCAG binder	sPLA2-III inh	GC-B act	ASAP1 GAP inh	FXN GAA850 act	GC-A act	Tn6 DDE FP	ARFGAP1 inh
O=C(Nc1ncn[nH]1)c1ccccc1Br	-0.4	-7	-2	4	6	-5	-0.5	-1	2	-1
CN(CC(=O)Nc1ccc(Cl)cc1)C(=O)c1cccc(S(=O)(=O)N(C)C)c1	0.6	2	-1	2	1	-19	-0.4	-2	6	3
CCN(C[C@H]1N[C@@](Cc2ccccc2)(C(=O)OC)[C@H]2C(=O)N(Cc3ccccc3)C(=O)[C@@H]12)S(=O)(=O)c1ccc(OC)cc1	0.0	8	9	-3	-3	-14	-4.7	-8	-6	14
Cc1cc(Cl)ccc1OCc1cn2cccnc2n1	0.6	-27	2	1	-2	-1	4.2	6	-5	3
Cc1c(/C=N/O)c2ccccn2c1C=O	0.2	-6	-6	-6	1	2	0.5	-1	0	-8
CC(C)n1cc(NC(=O)c2cc(-c3ccccc3)on2)cn1	0.7	11	4	-8	-8	19	-1.5	8	-3	5
Nn1c(SC/C=C/c2ccccc2)nnc1-c1ccccn1	0.9	-1	-1	-9	-1	-5	1.6	6	-6	-8
Cc1ccc(SCc2cc(=O)[nH]c(Nc3nc(C)c4cccc(C)c4n3)n2)cc1	0.0	-2	12	8	-1	-4	1.0	2	-8	-10
Cc1cc(OCC(=O)Nc2ccccc2N2CCCC2)ccc1C(C)C	-0.1	-12	-4	16	-1	-9	1.5	4	-5	6
CCN(CC)CCCN1C(=O)C(=O)/C(=C(/O)c2ccccc2)C1c1cc(OC)ccc1OC (stereo not given)	2.4	11	-4	0	0	1	0.2	-3	0	-1
COc1cc(/C=N/Nc2nc3ccccc3[nH]c2=O)ccc1O	-0.4	2	0	3	2	-3	2.0	3	0	1
O=S(=O)(c1ccccc1)N1CCN=C1SCc1ccccc1	-0.1	6	-3	-6	-1	13	1.7	4	-3	7
CCOC(=O)N1CCC(NC(=O)C2CCN(C(=O)N3CCOc4ccccc43)CC2)CC1	0.2	-5	-5	10	2	-1	0.3	2	-3	-1
O=C(CCNC(=O)C1CCN(S(=O)(=O)c2ccc(F)cc2)CC1)NCc1ccccc1	0.2	0	-4	-2	7	3	0.8	0	6	-7
O=C(COC(=O)CNC(=O)c1ccc(Br)cc1)Nc1nnc(-c2ccccc2)o1	0.2	-8	2	7	-3	-3	2.2	-3	-1	-1
COc1ccc(C2C(C#N)=C(N)Oc3cc4c(cc32)OCO4)cc1 (stereo not given)	0.5	-2	8	-8	-6	5	-4.6	-4	-3	7
CCOC(=O)/C(C#N)=C/Nc1cc(C(=O)OCC)cc2c(OC)c(OC)ccc12	0.2	4	-1	2	5	3	0.8	4	-11	-3
CC1CCCN(CCCNC(=O)C2CC(=O)N(CCc3ccccc3)C2)C1 (stereo not given)	-0.8	12	-1	3	-2	0	-2.2	0	4	-9
Cc1ccc(SCc2ccc(C(=O)NCc3cccnc3)cc2)cc1	-0.4	-5	-5	3	-1	-2	0.5	8	0	-1
C/C(=N\NC(=O)c1c(Br)c(C)nn1C)c1cccc(NC(=O)C2CCC2)c1	-0.5	6	-1	6	6	-6	-1.4	-1	4	9
CCCCC1(CC(=O)OCC)C(=O)N(c2ccccc2)N(c2ccccc2)C1=O	-0.1	1	-8	1	-13	11	9.1*	-21	-4	11
Cc1ccnc(N2CCCC(C(=O)Nc3nnc(C)s3)C2)n1 (stereo not given)	0.0	-28	-2	-3	-2	7	-1.8	-4	6	-10
CCCCCn1c(C)c(CC(=O)Nc2ccc(Oc3cccnc3)c(C)c2)c2ccccc21	-0.3	1	7	-24	-3	-3	/	-3	9	-5
O=C(Cc1cccs1)N/N=C/C(Br)=C/c1ccccc1	0.0	7	1	-1	-2	9	4.8	-1	-1	-1
COC(=O)c1ccc2c(c1)N(C)CCS2	4.8	-169	2	1	-2	2	-1.0	1	-5	1
COc1ccc(/C(O)=C(\C#N)c2nc3ccccc3n2C)cc1OC	0.3	8	3	-2	1	-4	2.7	10	-4	-4
CSc1nc2c(=O)[nH]cnc2s1	0.7	-1	2	1	0	0	/	3	9	9
CSc1ccc(/C=N/n2c(C)cc(C)cc2=O)cc1	0.5	2	1	3	10	-4	0.6	2	3	7
CN1C(=O)c2ccc(NC(=O)C3CCCCC3)cc2C1=O	-241	-260	-6	9	-2	-1	0.8	4	7	-5
CNC(=S)/N=C(/Nc1ccccc1)c1ccccc1	0.6	3	0	10	3	-19	1.0	7	0	13
COc1cc(/C=C2/SC(=S)N(CC(=O)O)C2=O)ccc1OCC(=O)Nc1ccc(C)c(C)c1	-0.4	-4	16	-15	3	-7	-0.3	1	-2	6
Cc1ccc(S(=O)(=O)CCc2nnc(NC(=O)C3CCCCC3)s2)cc1	-0.1	-4	-3	8	2	7	0.0	3	0	0
C[C@H](NC(=O)c1[nH]cnc1C(=O)Nc1ccccc1)C(=O)OC(C)(C)C	0.0	3	2	-4	-7	13	2.4	-1	1	5
NC(=S)NN=C1c2ccccc2-c2ccccc21	-0.4	4	13	4	8	7	-0.1	3	3	2
O=C(NCC1CCCN(C(=O)c2cccnc2)C1)c1ccc(-c2ccccc2)cc1 (stereo not given)	-0.1	0	-5	-6	1	-14	0.6	6	-2	5
CN1CCN(c2nc(-c3ccc(Cl)cc3)nc3ccccc23)CC1	0.3	6	6	-9	-5	7	2.1	-7	0	-5

Source: PubChem (several laboratories)
